# Source: PubChem (National Center for Advancing Translational Sciences (NCATS))
# Glioma ERSR ind – inducers of ER stress response in human glioma cells; Potency, µM, inactives show top-dose activation, usual class: activators; U87-MG GRP78 promoter luciferase reporter, 16 h; 420,000 compounds, 0.02% hits; further: potency means the concentration at half of the fitted maximal effect; series mostly up to about 76 µM; % of control where 0% means no effect; nearly all actives have a fitted effect of over 35% in size
#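 Stably transfected U87-MG human glioma cells carrying a GRP78-based luminescent sensor were seeded at 1000 cells/well, pin-dosed with compounds and incubated 16 h. Luciferase reagent was then added, and end-point luminescence was read after 10 min at room temperature.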
# Vif-A3F inh – Vif-A3F binding inhibition | HeLa A3F-eYFP + Vif (tagged APOBEC3F with the HIV-1 protein that degrades it), YFP fluorescence increase | Potency, µM (doses to about 46.1 µM), inactives show at the top dose activity, negative = active | 390,000 compounds, 0.2% hits; further: potency means the concentration at half of the fitted maximal effect; % of control where 0% means no effect; nearly all actives have a fitted effect of over 65% in size
#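 HeLa cells stably expressing Vif plus C-terminally eYFP-tagged A3F were seeded, incubated overnight at 37 deg C, dosed with compound, incubated overnight again at 37 deg C. Yellow fluorescence (Ex 488/Em 500-530) reported blocked Vif-mediated A3F-eYFP degradation.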
# RXFP1 antagonist – RXFP1 (human) relaxin receptor antagonism; HEK293-RXFP1, relaxin-stimulated cAMP HTRF, 30 min; stronger effect = lower value; AID 1259400; Q9HBX9; activity change, negative = inhibition, % at 57.5 µM; 350,000 compounds, 0.59% hits;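 active means activity change of -60% or lower, but not beyond a set lower limit; inconclusive means change between -60% and -40%, or beyond the set limit; inactive means change above -40%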; further: on the % scale 0 is the no-effect control and ±100 the full control effect
# Target sequence (Q9HBX9 whole entry, looked up): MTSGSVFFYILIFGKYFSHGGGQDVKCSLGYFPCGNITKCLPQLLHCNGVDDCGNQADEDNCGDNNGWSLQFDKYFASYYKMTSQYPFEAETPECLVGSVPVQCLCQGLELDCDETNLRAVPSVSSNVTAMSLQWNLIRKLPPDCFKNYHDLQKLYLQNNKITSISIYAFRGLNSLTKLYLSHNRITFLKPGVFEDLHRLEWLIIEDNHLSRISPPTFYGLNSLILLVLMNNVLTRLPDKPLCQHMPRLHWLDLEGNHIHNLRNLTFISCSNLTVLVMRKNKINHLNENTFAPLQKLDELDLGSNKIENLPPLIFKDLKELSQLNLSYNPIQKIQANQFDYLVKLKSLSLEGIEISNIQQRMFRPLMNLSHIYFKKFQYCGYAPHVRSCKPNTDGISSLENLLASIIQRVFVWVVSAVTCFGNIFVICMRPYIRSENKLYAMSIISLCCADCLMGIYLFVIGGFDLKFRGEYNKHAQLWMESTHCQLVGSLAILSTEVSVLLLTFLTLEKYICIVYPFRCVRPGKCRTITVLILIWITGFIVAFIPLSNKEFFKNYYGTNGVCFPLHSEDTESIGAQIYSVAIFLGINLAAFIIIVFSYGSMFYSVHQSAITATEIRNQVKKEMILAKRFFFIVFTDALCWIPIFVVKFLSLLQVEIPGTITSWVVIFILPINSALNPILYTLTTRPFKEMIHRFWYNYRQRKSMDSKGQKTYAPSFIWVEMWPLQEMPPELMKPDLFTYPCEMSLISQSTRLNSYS
# D1 antagonist – blocks dopamine activation of the human D1 receptor. AID 504652. activity change, negative = inhibition, % at 10 µM. HEK293 TREx D1 cells, calcium flux, dopamine EC80; stronger effect = lower value. 360,000 compounds, 3.2% hits; in the data active means activity change below about -30%; further: on the % scale 0 is the no-effect control and ±100 the full control effect
#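 Kinetic fluorescence of a calcium dye serves as the read-out. D1-expressing Hek293 Trex cells, induced overnight at 30 C, are exposed to compound for 180 s before an EC80 dopamine addition, then read 180 s further.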
# D1 agonist – agonists of human D1 dopamine receptor; HEK293 T-REx D1 cells, calcium flux, agonist mode; P21728; AID 504660; 360,000 compounds, 1% hits; activation, % at 2 µM; in the data active means activation above about 30%; further: 0% is about no effect
#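 Tetracycline-induced HEK293 TREx D1 cells, force-coupled to calcium signalling, were dye-loaded with a no-wash calcium kit. Compound was pin-added after a 10 s baseline. Fluorescence was read kinetically at 1 cycle/s for 180 s, with calcium rises flagged as agonism.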
# D1 PAM – enhances dopamine response at the human D1 receptor; 360,000 compounds, 0.036% hits; potentiation, % at 10 µM; HEK293 TREx D1 cells, calcium flux, dopamine EC20 potentiation; in the data active means potentiation above about 30%; further: 0% is about no effect
# D2 potentiator – positively modulates the human D2 dopamine receptor allosterically; HEK293 T-REx D2, calcium flux, EC20 dopamine potentiation; 340,000 compounds, 0.34% hits; P14416; potentiation, % at 10 µM;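 active means potentiation over 3 SD above the plate norm, cut at about 30% in these data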; further: 0% is about no effect
#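 Potentiation of an EC20 dopamine calcium response measured kinetically over 180 s, after a preceding 180 s compound-only read flagging agonists. Cells: inducible Hek293 Trex D2 line, 4000/well, cultured overnight at 30 C before dye loading.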
# RXFP1 ag – agonists of human relaxin receptor RXFP1 | Q9HBX9 | HEK293T-RXFP1 cAMP TR-FRET, 30 min; response scale: percent of porcine relaxin response, buffer zero | Potency, µM (titrated, usually from 57.5 µM), for the others: at the top dose activation, hits mostly activators | 370,000 compounds, 0.3% hits | AID 2676; further: potency means the concentration at half of the fitted maximal effect; on the % scale 0 is the no-effect control and ±100 the full control effect; nearly all actives have a fitted effect of over 60% in size; many of its hits are not listed in these tables
#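 cAMP rise read by TR-FRET after 30 min, 37C compound exposure (up to 58 uM) in RXFP1-transfected HEK293 cells with Ro 20174 present. EC50 from Hill-equation fits, with 29 nM porcine relaxin as 100% and buffer as basal.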
# Vif-APOBEC3G blk – inhibitors of Vif-APOBEC3G interaction | Q9HC16 | HeLa A3G-eYFP + Vif (tagged APOBEC3G with the HIV-1 protein that degrades it), YFP fluorescence, overnight | Potency, µM (doses to about 46.1 µM), for inactives: top-dose activity, negative = active, actives largely listed as inhibitors | 410,000 compounds, 0.076% hits | AID 602310;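 further: potency means the concentration at half of the fitted maximal effect; on the % scale 0 is the no-effect control and ±100 the full control effect; nearly all actives have a fitted effect of over 60% in size; hits raise eYFP signal because A3G escapes Vif-driven loss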
#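 HeLa cells stably expressing Vif and C-terminally eYFP-tagged A3G, seeded overnight at 37 deg C, then exposed to compound by pintool overnight at 37 deg C. Rise in yellow fluorescence (Ex 488/Em 500-530, Acumen) marks blocked Vif-driven A3G degradation.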
# An asterisk follows results filed as active; ? = inconclusive; nt = no result given; & = joins results of further samples; ! = not active in a repeat; [ ] = dose if it differs, or a comment. Unless noted, the call rests on the fitted dose curve; in most records, active means well fitted curve in the direction sought with a large enough effect; inconclusive means small, poorly fitted or top-dose-only effect, or another doubt; inactive means no such curve, though single readings can be large; an effect the other way counts as inactive or inconclusive. A portion of the library (hit frequency here may not be typical).
SMILES,Glioma ERSR ind,Vif-A3F inh,RXFP1 antagonist,D1 antagonist,D1 agonist,D1 PAM,D2 potentiator,RXFP1 ag,Vif-APOBEC3G blk
O=C(COC(=O)CCNS(=O)(=O)c1ccc(Cl)cc1)NCc1ccccc1,-3%,-10%,6,nt,nt,nt,nt,nt,0%
CCOC(=O)c1c(S(=O)(=O)N2CCC(C(=O)NCc3cccc(OC)c3)CC2)c(C)n(C)c1C,-1%,-1%,3,5,1,-2,nt,0.5%,4%
CCn1ncc(S(=O)(=O)Nc2cc(Cl)ccc2C)c1C,-1%,-3%,-5,-10,9,-2,0,-0.9%,1%
CNC(=S)NNC(=O)c1c(C)nc2cc(C)ccn12,0%,17%,-13,-7,2,-12,10,0.1%,-10%
COC(=O)c1ccc(NC(=O)c2c(NCc3cccc(F)c3)sc3c2CCCC3)cc1,2%,3%,-30,-2,0,1,14,-0.3%,-1%
OC1(c2ccccc2)CCN(Cc2ccccc2)CC1,3%,0%,-21,-2,1,2,-49,3.3%,-7%
Cc1ccc(C)c(S(=O)(=O)NC(CC(C)C)C(=O)O)c1 (configuration not stated),-3%,-15%,-34,-12,10,-2,-5,2.1%,-2%
COc1ccc(NC(=O)COCc2cc(-c3ccc4c(c3)OCO4)on2)cc1,-3%,-2%,-1,-15,10,-7,-3,2.8%,4%
CCOC(=O)Nc1cc(OCC)c(NC(=O)C2CC2)cc1OCC,-1%,0%,-2,5,2,0,-1,0.4%,1%
O=C(Cn1c(C(=O)O)cc2ccccc21)c1ccccc1,-1%,6%,-16,-7,11,14,9,-0.2%,-8%
CC(=O)c1cccc(S(=O)(=O)NCCC(=O)O)c1,2%,10%,-3,-4,2,-5,2,0.4%,1%
COc1ccc(S(=O)(=O)N2CC(=O)Nc3ccccc32)cc1,-1%,0%,7,-11,6,-2,-5,-0.9%,1%
COc1ccc(NC(=O)C2CCCN(S(=O)(=O)c3cccc4cccnc34)C2)cc1OC (configuration not stated),-3%,2%,-18,-3,0,-4,7,1.4%,-1%
COc1ccc(CNC(=O)c2nc(S(=O)(=O)Cc3ccccc3)ncc2Cl)cc1,-15%&-11%,1%&-6%,-119*!,-37*!,6&1,-6&-3,-4&-1,-3.2%&3.6%,?
O=C(Nc1cccc(C(F)(F)F)c1)c1cc2nc(-c3ccco3)cc(C(F)(F)Cl)n2n1,-3%,-2%,nt,3,0,-3,nt,4.5%,-3%
O=C(Nc1nnc(CCN2CCCCC2)s1)C1CCCCC1,-4%,2%,-10,5,2,2,-5,0.9%,0%
Cc1ccc([N+](=O)[O-])cc1NC(=O)CNC1CCCCC1,-1%,8%,-8,5,-2,6,-20,-0.9%,0%
CC(=O)Nc1ccc(S(=O)(=O)NCCc2ccccn2)cc1,-4%,-9%,-16,27,1,9,-6,-0.5%,2%
COc1ccc(CCNC(=O)Nc2cccc([N+](=O)[O-])c2)cc1OC,1%,11%,2,0,15,-10,-2,2.4%,2%
COc1ccc(Nc2c(-c3ccco3)nc3ccc(C)cn23)cc1,7%,-12%,9,7,1,-8,0,12%,2%
COc1ccc2c(c1)c1c(c(=O)n(-c3ccc(C)cc3)c(=O)n1CC(=O)Nc1cc(C)ccc1C)n2C,0%,-1%,nt,14,2,-1,-7,-2.9%,2%
COc1ccc(N2CCN(C(c3cc(OC)ccc3OC)c3nnnn3Cc3ccco3)CC2)cc1 (configuration not stated),-6%,-2%,10,1,2,-1,6,0.0%,0%
O=C(CSc1nccc(-c2ccc(Br)cc2)n1)NCCc1ccccc1,1%,0%,-2,-4,4,-8,-1,5.6%,1%
Cc1csc(SCC(=O)Nc2ccc(CC#N)cc2)n1,-2%,0%,1,nt,nt,nt,nt,nt,1%
Cc1c(NS(=O)(=O)c2cccc(C(=O)NCc3ccco3)c2)c(=O)n(-c2ccccc2)n1C,-1%,2%,1,nt,nt,nt,nt,nt,0%
# Later entries
SMILES,Glioma ERSR ind,Vif-A3F inh,RXFP1 antagonist,D1 antagonist,D1 agonist,D1 PAM,D2 potentiator,RXFP1 ag,Vif-APOBEC3G blk
Cc1cc(C)cc(N=Cc2c(O)c3ccccc3oc2=O)c1,0%,0%,-20,4,0,-5,nt,2.0%,3%
O=C(Nc1nnc(-c2ccncc2)o1)C1CCCCC1,-4%,5%,-10,-29,1,-4,11,3.8%,2%
CCCn1nc(C(=O)Nc2ccc(S(=O)(=O)Nc3nccs3)cc2)c2ccccc2c1=O,3%,nt,-15,14,3,-8,-3,0.3%,-2%
CNS(=O)(=O)c1cccc(C(=O)OCC(=O)N2c3ccccc3NC(=O)C2(C)C)c1,-4%,2%,10,-20,2,0,-5,0.0%,0%
COc1ccc(/C=N/NC(=O)c2ccccc2OC)cc1COc1ccccc1[N+](=O)[O-],-3%,-11%,-16,1,24,0,nt,-2.0%,-20%
CCOc1ncccc1C(=O)OCC(=O)N1CCN(S(=O)(=O)c2ccccc2)CC1,-5%,4%,0,-7,2,-5,2,0.7%,-3%
Cc1ccccc1C(=O)Nc1ccc2c(c1)OCCO2,-11%,-1%,6,4,0,2,-4,-0.4%,-1%
C/C(=N\NC(=O)c1cccc(Cl)c1)c1cccc(NC(=O)C(C)C)c1,0%,0%,3,7,2,10,1,-1.5%,-2%
COc1ccc(S(=O)(=O)NNC(=O)Nc2ccc(F)cc2F)c(OC)c1,-3%,3%,-1,8,2,-1,10,4.0%,3%
COC(=O)Cn1cnc2c(nnn2-c2ccc(OC)cc2)c1=O,-4%,-7%,-6,-11,2,-3,-9,2.5%,-2%
CCOc1ccccc1CN1CCN(CC2CC2)CC1CCO (configuration not stated),-2%,1%,5,-3,2,0,-16,0.4%,-1%
CCC(C)(C)NC(=O)CN(C(=O)CCC(=O)Nc1nccs1)c1cccc(C)c1C,-2%,-9%,7,13,3,3,13,1.6%,1%
CCOC(=O)C1=CN(C)C=C(C(=O)OCC)C1c1ccsc1,-3%,-1%,-3,12,0,4,16,3.1%,-2%
COc1ccc(C(=O)NCC(=O)N2CCN(c3ccc(Cl)cc3)CC2)cc1,3%,-7%,-6,10,0,-5,14,-1.0%,-1%
CCc1ccc(NC(=O)C(=O)NCC(c2cccnc2)N2CCN(c3ccc(F)cc3)CC2)cc1 (configuration not stated),-3%,1%,-14,-11,15,-2,-4,-0.4%,1%
COC(CNC(=O)C1CCCN1C(=O)OCc1ccccc1)OC (configuration not stated),-4%,4%,2,0,-1,-5,0,-1.5%,2%
O=C(O)CCNc1ccc(NCCC(=O)O)c2c1C(=O)c1ccccc1C2=O,-10%,-9%,-63*,3,9,-6,-5,-115%[inhibitor],-8%
C=CCNC(=S)N1CCC(C(=O)c2ccc(C)cc2)CC1,0%,-7%,-2,-1,8,-5,nt,2.1%,1%
Cc1ccc2occ(C3N[C@H](C(=O)O)CS3)c(=O)c2c1 (some centres not stated),-1%,-7%,-1,10,1,4,-2,3.0%,-6%
Cn1ncc(Cl)c1C(=O)NCC1CCCO1 (configuration not stated),-5%,1%,1,29,3,9,0,-1.2%,3%
CCc1ccccc1NC(=O)c1nn(-c2ccc(C)cc2)c(=O)c2c1c1ccccc1n2C,-1%,1%,-5,-33*,2,-3,5,10%,-1%
O=C(Nc1cc(C(F)(F)F)ccc1-n1cncn1)C1CC1,-1%,-18%,0,3,1,2,-3,-0.3%,-4%
COc1ccc(Cc2noc(CN3CCCC(OCc4ccccn4)C3)n2)cc1OC (configuration not stated),-1%,-7%,11,-1,0,1,-8,-1.0%,-8%
COc1ccc(CCC(=O)NCc2ccc3c(c2)CCN3C(=O)c2cccc(C)c2)cc1,-10%,7%,-96*,-1,-1,5,nt,1.1%,-4%
O=C(c1cc(-c2ccc(F)cc2)on1)N1CCCCCC1,-1%,4%,-4,-6,12,1,34*,0.1%,1%
# Other compounds:
SMILES,Glioma ERSR ind,Vif-A3F inh,RXFP1 antagonist,D1 antagonist,D1 agonist,D1 PAM,D2 potentiator,RXFP1 ag,Vif-APOBEC3G blk
O=C(NCCc1c[nH]c2ccccc12)[C@@H]1C[C@H]1[C@@H](NP(=O)(c1ccccc1)c1ccccc1)c1ccccc1,nt,nt,nt,-5,0,-1,3,2.5%,nt
CCOC(=O)N1CCC(N2CCN(c3ccccc3)CC2)CC1,-2%,6%,14,21,2,1,-11,2.0%,0%
COc1cccc(/C=N/Nc2nccnc2Cl)c1O,-14%,-16%,-70*,8,0,-2,8,-0.3%,-4%
Cc1csc(NC(=O)CSc2nc3[nH]c(=O)cc(O)c3s2)n1,23%,-3%,2,nt,nt,nt,nt,nt,?
COCCC1CCCCN1C(=O)c1ccc(OC)c(OC2CCN(C(C)=O)CC2)c1 (configuration not stated),-4%,6%,-11,nt,nt,nt,nt,nt,0%
Clc1ccc2nsnc2c1NC1=NCCN1,-5%&-3%&-2%&-7%&-3%&5%,2%&-2%,-12,-7,0,-3,8,-0.6%,1%&0%
CCN(CC)Cc1csc2ccc(Br)cc12,2%,-1%,-6,-19,2,-11,-17,3.2%,1%
O=C(COc1ccc(Br)cc1)NN1C(=O)c2ccccc2C1=O,-10%,3%,-10,nt,nt,nt,nt,nt,4%
CC(=O)Nc1ccc(-c2csc(NC(=O)CN3C(=O)NC4(CCCC4)C3=O)n2)cc1,-3%,?,-1,28,0,4,-1,0.0%,0%
CCOC(=O)c1sc(NC(=O)CSCc2c(C)noc2C)nc1C,-3%,-11%,-9,12,6,nt,1,0.0%,-17%
COc1ccc(C2(CN(C(C)=O)C(C)=O)CCCC2)cc1OC,-4%,8%,6,4,0,1,-3,0.7%,5%
Cc1ccc(S(=O)(=O)N2CCOCC2)cc1C(=O)NC(=S)N1CC(C)CC(C)C1 (configuration not stated),2%,0%,-7,1,2,-5,-21,-1.0%,3%
COc1ccccc1CC(=O)N(CCC#N)CCC#N,-1%,nt,-25,-10,-2,0,12,-1.5%,0%
